Screens: PubChem BioAssay, Broad Institute
ERAP1 inh – blocks human ERAP1 aminopeptidase activity; recombinant ERAP1, Leu-AMC fluorescence, 60 min; 340,000 compounds, 0.15% hits; inhibition, % at 10.7 µM;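 active = mean replicate inhibition of at least 30%, or all replicates individually reaching that 30% level; inactive = mean below 30% and not every replicate reaching it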;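 also: 0% = neutral control wells and 100% = L-leucinethiol positive control wells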
Target sequence (Q9NZ08 whole entry, looked up): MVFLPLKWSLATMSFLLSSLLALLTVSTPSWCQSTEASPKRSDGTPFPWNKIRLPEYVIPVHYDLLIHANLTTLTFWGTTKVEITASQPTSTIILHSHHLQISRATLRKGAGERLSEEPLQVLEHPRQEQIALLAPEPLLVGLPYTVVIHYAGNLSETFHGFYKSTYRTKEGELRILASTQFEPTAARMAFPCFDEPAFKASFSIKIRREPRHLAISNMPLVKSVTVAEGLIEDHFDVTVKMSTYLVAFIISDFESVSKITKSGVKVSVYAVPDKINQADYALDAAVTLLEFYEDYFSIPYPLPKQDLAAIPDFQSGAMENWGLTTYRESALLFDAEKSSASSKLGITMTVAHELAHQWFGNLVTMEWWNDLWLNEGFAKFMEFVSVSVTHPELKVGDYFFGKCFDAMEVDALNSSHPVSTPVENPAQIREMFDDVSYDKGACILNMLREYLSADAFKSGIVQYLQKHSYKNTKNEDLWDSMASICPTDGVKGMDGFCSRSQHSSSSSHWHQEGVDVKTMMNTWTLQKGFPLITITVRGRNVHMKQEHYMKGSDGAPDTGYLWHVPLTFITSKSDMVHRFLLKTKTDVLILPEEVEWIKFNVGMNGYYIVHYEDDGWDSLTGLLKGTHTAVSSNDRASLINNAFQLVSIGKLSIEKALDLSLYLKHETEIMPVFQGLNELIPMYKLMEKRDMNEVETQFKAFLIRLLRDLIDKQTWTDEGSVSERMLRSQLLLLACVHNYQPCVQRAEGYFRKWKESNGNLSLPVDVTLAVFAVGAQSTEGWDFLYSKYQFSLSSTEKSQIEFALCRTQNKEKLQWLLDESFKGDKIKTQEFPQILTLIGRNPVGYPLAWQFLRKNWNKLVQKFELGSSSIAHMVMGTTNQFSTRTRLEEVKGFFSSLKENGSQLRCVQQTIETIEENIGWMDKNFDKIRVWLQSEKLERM
esBAF inh – SWI/SNF esBAF complex inhibition; 350,000 compounds, 2% hits; mouse ES cells, Bmi1-luciferase knock-in reporter, 24 h; 100% = twice the neutral-well signal; reporter increase, % at 12.5 µM; in the data active = activation above about 40%; inconclusive = no clear call, values can overlap the other calls;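 also: 0% = median of the plate's neutral control wells and 100% = double that signal; a rise in the Bmi1 reporter signal indicates esBAF inhibition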
RAD52 anneal inh – RAD52 (human) annealing inhibition; P43351; recombinant RAD52 DNA annealing, FRET fluorescence; inhibition, % at 18.7 µM; 360,000 compounds, 0.46% hits;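 active = every replicate showing at least 50% inhibition; inconclusive = mean inhibition at least 50% but not in every replicate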
Xi reactivation – X-chromosome reactivation activator; XiGFP mouse fibroblasts, % GFP-positive cells imaging, 3 d; cells co-treated with 5-aza-dC sensitizer; scaled so ellipticine positive control = 100%; activation, % at 7.58 µM; 360,000 compounds, 0.055% hits; AID 743238;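 active = mean normalized replicate activation at least 10% and every replicate at or above 10%; inconclusive = only one of the two criteria met; inactive = mean below 10% and not all replicates reach 10%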;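 also: 0% = median of on-plate neutral control wells and 100% = ellipticine 6 µM median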
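System: XiGFP fibroblasts, SV40-immortalized. Medium: DMEM plus 5-aza-dC sensitizer. Doses: single point. Timing: 3 d treatment, 15 min room-temperature fixation. Control set: ellipticine 6 µM.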
RAD54 branch – RAD54 (human) branch migration inhibition. inhibition, % at 10.4 µM. RAD54 Holliday junction branch migration, FAM/BHQ fluorescence. 360,000 compounds, 0.14% hits;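 active = mean normalized replicate activity at least 40 and at least half of replicates scoring 40 or more; inconclusive = only one of the two criteria met; inactive = mean below 40 and under half of replicates reaching 40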;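 also: 0% = median of neutral control wells and 100% = median of positive control wells; inhibitors cause a drop in the FAM fluorescence signal; in these data hits start at about 50%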
CFTR F508del cor – correctors of CFTR F508del function in bronchial epithelial cells | AID 720511 | 350,000 compounds, 0.36% hits | CFBE cells, YFP halide quenching; stimulated with forskolin plus potentiator P3; % fluorescence drop versus neutral controls | activity (quench increase), % at 7.58 µM;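 active = mean added fluorescence quench of at least 8% versus neutral control, with both replicates also reaching 8%; inconclusive = only one of the mean or replicate conditions met; inactive = mean below 8% and not both replicates reaching 8%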;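 also: cells transiently co-express mutant CFTR-F508del with the halide-sensitive YFP; corrector assay measuring rescue of mutant channel to the surface after 24 h compound exposure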
ARNT-TACC3 inh – disrupts binding between human ARNT and TACC3 | Q9Y6A5 | 390,000 compounds, 0.66% hits | inhibition, % at 9.99 µM | AlphaScreen His-ARNT PAS-B/GST-TACC3 binding, luminescence; TACC3 fragment carries E629A point mutation;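 active = mean inhibition of replicates at least 50% and at least half of replicates each reaching 50%; inconclusive = half or more replicates reach 50% but mean below 50%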;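 also: 0% = complete ARNT plus TACC3 wells and 100% = ARNT alone without TACC3; many hits fall short of the cut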
INS-1E GSIS act – GLuc luminescence reporter in INS-1E cells, primary screen for activators of glucose-dependent secretion of insulin; INS-1E GLuc reporter insulin secretion, 2-3 h; activation, % at 16.6 µM; 370,000 compounds, 0.61% hits;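 active = lowest replicate activation of at least 40%, so every replicate reaches that level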;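 also: 0% = median of neutral control wells and 100% = median of IBMX positive control wells; some compounds called inactive have numbers as strong as hits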
The depositor's hits bear a star; ? = inconclusive; / = not tested or not shown; & = joins results of further samples.

SMILES | ERAP1 inh | esBAF inh | RAD52 anneal inh | Xi reactivation | RAD54 branch | CFTR F508del cor | ARNT-TACC3 inh | INS-1E GSIS act
O=C(Nc1cccc2ccccc12)ON=C1CCCCC1 | 0 | 3 | -3 | 0.3 | 8 | -2.4 | / | -4
O=C(CSc1nnc(-c2ccccc2F)o1)NC(=O)Cc1ccccc1 | -1 | -3 | -7 | 0.0 | -14 | 0.7 | -2 | 7
CC(=O)N/C(=C\c1ccc(C)o1)C(=O)NCc1ccccc1 | -4 | -6 | -65 | 0.2 | -8 | -1.4 | -4 | -15
CO[C@@H]1CN(C)C(=O)c2ccc(NS(=O)(=O)CC(F)(F)F)cc2OC[C@@H](C)N(C)C[C@@H]1C | 0 | -2 | 8 | 0.1 | -13 | -0.4 | -4 | 20
Cc1ccccc1Nc1nnc(SCc2cc([N+](=O)[O-])cc3c2OCOC3)s1 | 5 | / | -21 | / | / | 0.8 | -1 | -5
O=C(C1CC1)N1CC2(C1)[C@H](c1ccccc1)[C@@H](CO)N2Cc1ccc(Cl)cc1 | 0 | / | 1 | 0.2 | / | 2.4 | / | -22
COc1ccc(S(=O)(=O)N(C)C[C@@H]2OCCCC[C@H](C)Oc3ccc(NC(=O)Nc4ccccc4)cc3C(=O)N([C@@H](C)CO)C[C@@H]2C)cc1 | / | 3 | / | 0.3 | -10 | -6.4 | -8 | -7
CCCc1cc(=O)oc2cc(C)cc(OCC(=O)NCCCN3CCOCC3)c12 | -1 | 3 | -18 | 0.0 | -9 | 0.0 | 0 | 19
Cc1cc(=O)oc2cc(OCCCN3C(=O)c4ccccc4C3=O)ccc12 | -2 | 16 | -8 | -0.1 | 4 | / | -1 | 15
O=S(=O)(c1ccccc1)N1CCN(CC2CC3C=CC2C3)CC1 (configuration not stated) | 1 | / | -12 | 0.3 | / | / | / | -5
CCN(CC)CCOc1c(C)cccc1Cl | 5 | 6 | -9 | 0.0 | -2 | -1.8 | -1 | 12
Cc1cc(C)c(C(O)c2ncc(-c3ccccc3C)[nH]2)c(C)c1 (configuration not stated) | -5 | 5 | -7 | 0.0 | -3 | 1.3 | / | -7
C[C@H]1CN([C@@H](C)CO)C(=O)c2cc(NS(=O)(=O)c3ccc(Cl)cc3)ccc2O[C@H]1CN(C)S(=O)(=O)c1ccc(F)cc1 | 1 | -2 | -6 | -0.3 | -2 | -1.0 | 21 | -5
O=C1CN(C(=O)CSc2nnc(Nc3ccccc3)s2)c2ccccc2N1 | / | / | / | 0.3 | -6 | / | -1 | -1
CC(=NNC(=O)c1cccc(S(=O)(=O)N2CCOCC2)c1)c1ccccc1 | 3 | 16 | -23 | 0.0 | -5 | -9.0 | / | 2
CC(C)CNc1nc(=S)nc(N(C)C)[nH]1 | 3 | 1 | -16 | / | 9 | -0.9 | -2 | -9
O=C(C[C@@H]1C[C@@H]2c3cc(NS(=O)(=O)c4ccc(F)cc4)ccc3O[C@@H]2[C@H](CO)O1)N1CCCCC1 | -1 | -3 | -8 | 0.1 | 2 | -0.7 | -11 | -2
Cc1nc(NC(=O)C(C)(C)C)sc1[N+](=O)[O-] | 0 | / | -13 | -0.1 | / | -2.1 | / | -24
CCc1nc(N2CCN(CC(=O)NCC3CCCO3)CC2)c(C#N)c2c1COC(C)(C)C2 (configuration not stated) | -4 | 9 | -30 | 0.1 | -7 | -0.2 | 1 | 6
C/C=C(\C)CN1CCC(Oc2cccc(C(=O)NCc3ccccn3)c2)CC1 | 2 | 1 | -12 | 0.0 | -3 | 0.2 | -2 | -1
CC(C)NC(=O)N1Cc2cc(C(=O)NC3CCC3)nc(-c3cccc(-c4cccnc4)c3)c2[C@@H]1CCO | / | / | -3 | 0.1 | / | -4.2 | / | -25
COc1ccc(CCNC(=O)C(Sc2ccccn2)c2ccccc2)cc1OC (configuration not stated) | / | / | -32 | 0.0 | / | -2.0 | -5 | /
O=C(N=C1SC2CS(=O)(=O)CC2N1c1cccc(Cl)c1Cl)C1CC1 (configuration not stated) | -2 | -4 | 1 | 0.0 | / | 0.7 | -1 | 7
Cc1ccccc1Nc1nc(NCc2ccco2)c2ccccc2n1 | -20 | ? | -142 | 0.1 | 5 | -1.1 | 9 | -17
O=C(CCc1cnccn1)NC1CCCc2c1cnn2-c1ccc(F)cc1F (configuration not stated) | 1 | / | -21 | 0.2 | / | -0.4 | 0 | 1
C(=C\c1ccccc1)/CN1CCN(C(c2cccc3ccccc23)c2nnnn2C2CCCC2)CC1 (configuration not stated) | 0 | -1 | 21 | 0.2 | 18 | 0.9 | / | -14
CCC(C)NC(=O)CSc1ccc(S(=O)(=O)N2CCN(Cc3ccccc3)CC2)cn1 (configuration not stated) | 0 | -3 | -4 | 0.4 | 2 | 0.4 | -11 | -11
COc1ccc(-c2nsc3c(N4CCCCC4C)ncnc23)cc1 (configuration not stated) | 6 | / | -7 | 0.1 | / | 0.7 | -7 | -5
Cc1ccc(NC(=O)CCN2C(=O)NC3(CCCC3)C2=O)cc1S(=O)(=O)N1CCOCC1 | 1 | 4 | -5 | 0.2 | 4 | 3.1 | 4 | 2
CNC[C@@H]1Oc2ccc(NC(=O)Nc3ccc(F)cc3)cc2CC(=O)N([C@@H](C)CO)C[C@@H]1C | 2 | -4 | 6 | 0.0 | 11 | -3.8 | -10 | 8
COc1cccc(Cn2nnc(C(=O)NCc3ccc4c(c3)OCO4)c2N)c1 | -1 | / | -63 | 0.3 | / | -2.3 | -1 | 5
COc1ccc(CCNC(=O)c2ccccc2OCc2ccccc2)cc1 | -4 | -2 | 7 | -0.2 | -5 | 1.4 | 0 | -1
Nc1nc(-c2ccco2)nn1S(=O)(=O)c1ccccc1 | 4 | / | -15 | 0.0 | / | / | -5 | 3
CN(c1ccccc1)S(=O)(=O)c1ccc(C(=O)N2CCN(c3ccccc3Cl)CC2)cc1 | 1 | -6 | 5 | 0.0 | -10 | 4.8 | -20 | -13
COc1ccc2c3c([nH]c2c1)[C@H](CO)N(C(=O)C1CC1)CC31CCN(C)CC1 | 1 | / | 21 | 0.5 | / | 0.6 | / | 11
Cn1cc(CN2CCN(Cc3cccnc3)CC2)c(-c2ccc3c(c2)OCCO3)n1 | -1 | / | 1 | 0.0 | / | 0.1 | 5 | 14

Entries listed so far that have a furan ring, fused or not (3):
SMILES | ERAP1 inh | esBAF inh | RAD52 anneal inh | Xi reactivation | RAD54 branch | CFTR F508del cor | ARNT-TACC3 inh | INS-1E GSIS act
CC(=O)N/C(=C\c1ccc(C)o1)C(=O)NCc1ccccc1 | -4 | -6 | -65 | 0.2 | -8 | -1.4 | -4 | -15
Cc1ccccc1Nc1nc(NCc2ccco2)c2ccccc2n1 | -20 | ? | -142 | 0.1 | 5 | -1.1 | 9 | -17
Nc1nc(-c2ccco2)nn1S(=O)(=O)c1ccccc1 | 4 | / | -15 | 0.0 | / | / | -5 | 3

Next section.
SMILES | ERAP1 inh | esBAF inh | RAD52 anneal inh | Xi reactivation | RAD54 branch | CFTR F508del cor | ARNT-TACC3 inh | INS-1E GSIS act
O=C(c1ccccn1)N1C[C@H]2[C@@H](c3ccccc31)[C@H](CO)N2C(=O)CC1CC1 | 3 | -3 | -6 | 0.2 | -16 | 0.5 | 23 | 10
COc1ccc(-c2[nH]ncc2CN2C[C@@H]3CCC[C@H]2C3)c(F)c1 | 1 | 7 | -20 | -0.1 | -4 | 0.8 | -14 | 3
Cc1cccc(OCc2nc(C#N)c(N3CCCC3)o2)c1 | 1 | / | -6 | -0.1 | / | 0.7 | 42 | 31
CCOc1cc(CNc2ccc(N3CCCC3)cc2)cc(Cl)c1OC | -2 | / | 0 | -0.1 | 8 | 0.8 | 2 | -8
COc1c(C)cc(C(=O)C2CCCN(C(=O)/C=C/c3ccccn3)C2)cc1C (configuration not stated) | -2 | 6 | 7 | -0.3 | -7 | 0.7 | -4 | 4
COc1ccc(NC(=O)Nc2ccc3c(c2)[C@H]2C[C@H](CC(=O)N4CCN(C)CC4)O[C@@H](CO)[C@H]2O3)cc1 | -5 | 5 | 14 | 0.3 | 12 | -1.3 | 32 | 18
N#C/C(=C\c1cccc([N+](=O)[O-])c1)C(=O)Nc1cccnc1 | 3 | / | -15 | 0.1 | / | 2.3 | -3 | -2
COc1ccc2[nH]c(=O)c(CN(c3ccccc3)S(=O)(=O)c3ccccc3)cc2c1 | 1 | 5 | -26 | 0.3 | -15 | 0.3 | 1 | 20
C[C@@H](NC(=O)C[C@@H]1C[C@H]2c3cc(NS(C)(=O)=O)ccc3O[C@H]2[C@H](CO)O1)c1ccccc1 | 1 | 2 | 1 | 0.0 | -5 | -1.4 | -4 | 21
CCOc1ccc(C(=O)Nc2ccncc2)cc1 | -4 | 21 | -4 | / | 11 | 1.4 | 16 | 5
CO[C@@H]1CN(C)C(=O)c2cc(NC(=O)C3CC3)ccc2OC[C@H](C)N(CCc2ccccc2)C[C@@H]1C | / | 7 | / | 0.0 | 6 | -0.9 | -9 | 1
CO[C@H]1CN(C)C(=O)c2ccc(NC(=O)Nc3c(C)noc3C)cc2OC[C@@H](C)N(C)C[C@H]1C | -1 | -5 | -13 | 0.0 | -4 | 0.1 | 5 | 8
Cc1ccc(-n2nnnc2SCc2nnc(-c3ccccc3Br)o2)c(C)c1 | 2 | 4 | -84 | / | -1 | 4.5 | 1 | 9
N#Cc1c(SCC(=O)Nc2nc3ccccc3s2)sc2c(O)cc(=O)[nH]c12 | 3 | 5 | -78 | 0.0 | -5 | -1.0 | 26 | /
CO[C@@H]1CN(C)C(=O)c2cc(NC(=O)Nc3ccc(Cl)c(Cl)c3)ccc2OC[C@@H](C)NC[C@@H]1C | / | 7 | 45 | -0.2&-0.3 | 9 | -0.9 | -8 | 18&7
COc1ccc2c3c(n(C)c2c1)[C@H](CO)N(C(C)=O)CC31CCN(C(=O)C2CC2)CC1 | -3 | / | 4 | 0.2 | / | -1.2 | / | 20
O=C(NCCN1CCOCC1)C(=O)NCC1OCCN1C(=O)c1ccc(Cl)cc1 (configuration not stated) | 2 | -9 | -6 | 0.9 | -7 | -2.5 | 3 | -1
CC1CCCC(NC(=O)COC(=O)/C=C/c2ccco2)C1C (configuration not stated) | 2 | -6 | -10 | 0.4 | -3 | 0.4 | 28 | 2
COc1ccc(S(=O)(=O)Nc2ccc3c(c2)C(=O)N([C@@H](C)CO)C[C@@H](C)[C@@H](CN(C)C)OCCCC[C@H](C)O3)cc1 | 2 | / | 4 | 0.3 | -1 | -1.4 | -19 | 11
O=C(CCNC(=O)c1ccccc1)N=Nc1c(O)[nH]c2ccccc12 | 0 | / | -22 | 0.1 | / | -1.4 | / | 6
CC(=O)CCc1oc2ccc(C)cc2c1-c1ccccc1 | / | -14 | -13 | 0.1 | -14 | -2.7 | -3 | /
C[C@@H]1CN([C@H](C)CO)S(=O)(=O)c2ccc(C#Cc3ccccn3)cc2O[C@H]1CN(C)Cc1cccc(F)c1 | 1 | 12 | -60 | -0.1 | -6 | 1.5 | 3 | -38
COc1ccc2c(C(=O)c3ccc(Cl)cc3)n(CCCC(N)=O)[n+]([O-])c2c1 | 0 | -1 | -16 | 0.0 | -8 | -1.0 | -13 | -3
Cc1ccc(S(=O)(=O)NCCCNS(=O)(=O)c2ccccc2[N+](=O)[O-])cc1 | -1 | -8 | 1 | 0.0 | ? | 0.9 | -1 | -6
